FAS-TE inh: inhibitors of human fatty acid synthase thioesterase domain. P49327. recombinant FAS-TE, OMFH fluorogenic substrate, fluorescence endpoint. inhibition, % at 15 µM. hit rate 0.67% among 360,000. AID 602261;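 active = compounds whose normalised, plate-corrected inhibition of enzyme fluorescence in the single-dose primary screen is 50% or more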;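 note: 0% = DMSO with enzyme and 100% = substrate without enzyme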
Rin1-Abl PPI inh: inhibitors of human Rin1-Abl protein interaction; P00519+Q13671; TR-FRET Rin1/Abl binding, biochemical; inhibition, % at 7.35 µM; hit rate 0.4% among 360,000; AID 588664; in the data active = inhibition above about 5%, passing the limit was not always enough
bovine MsrA act: activators of bovine methionine sulfoxide reductase A; purified bovine MsrA, absorbance read-out; activation, % at 10.6 µM; hit rate 0.3% among 360,000; in the data active = activation above about 7.5%;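 note: 0% = vehicle and 100% = reference activator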
Neddyl block: cullin neddylation inhibition. calls only at 25 µM. P61081+Q13564. TR-FRET cullin neddylation, biochemical. hit rate 0.58% among 360,000. AID 651699; in the data active = inhibition above about 36%
eLon inh: E. coli protease La inhibition. hit rate 0.42% among 360,000. inhibition, % at 7.94 µM. purified E. coli Lon protease, fluorescence polarization. P0A9M0; in the data active = inhibition above about 13%, passing the limit was not always enough;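 note: 0% = enzyme with probe and DMSO and 100% = no enzyme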
Target sequence (P0A9M0 whole entry, looked up): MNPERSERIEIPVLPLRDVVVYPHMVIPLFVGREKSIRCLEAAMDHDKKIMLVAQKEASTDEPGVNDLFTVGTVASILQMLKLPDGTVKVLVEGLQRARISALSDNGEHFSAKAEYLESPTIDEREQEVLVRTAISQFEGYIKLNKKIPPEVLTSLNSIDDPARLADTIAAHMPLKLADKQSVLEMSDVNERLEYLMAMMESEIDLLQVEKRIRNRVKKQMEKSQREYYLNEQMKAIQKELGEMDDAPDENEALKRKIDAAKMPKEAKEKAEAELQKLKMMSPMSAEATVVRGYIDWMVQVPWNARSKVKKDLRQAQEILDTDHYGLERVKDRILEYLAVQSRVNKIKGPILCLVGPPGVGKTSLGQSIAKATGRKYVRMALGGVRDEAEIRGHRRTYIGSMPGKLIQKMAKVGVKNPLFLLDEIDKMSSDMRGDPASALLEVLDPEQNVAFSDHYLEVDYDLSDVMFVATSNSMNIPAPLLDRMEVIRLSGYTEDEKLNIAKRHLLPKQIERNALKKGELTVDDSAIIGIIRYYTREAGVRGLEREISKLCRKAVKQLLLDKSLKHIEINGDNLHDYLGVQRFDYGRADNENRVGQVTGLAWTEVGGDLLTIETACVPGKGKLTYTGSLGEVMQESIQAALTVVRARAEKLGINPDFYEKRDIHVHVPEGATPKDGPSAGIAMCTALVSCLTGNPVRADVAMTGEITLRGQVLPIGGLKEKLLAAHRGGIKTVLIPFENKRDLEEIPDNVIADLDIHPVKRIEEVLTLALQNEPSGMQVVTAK
CSN deneddyl inh: inhibitors of human CSN-mediated cullin deneddylation; Q92905; hit rate 0.38% among 360,000; Purified CSN, SCF-Nedd8-OG deneddylation, fluorescence polarization; inhibition, % at 12.5 µM;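 active = pattern-corrected inhibition above about 35%, with an unprinted fluorescence ratio check between 0.5 and 1.5, limit read from the data, passing the limit was not always enough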;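 note: 0% = enzyme with substrate and 100% = substrate without enzyme; some results filed as inactive read as strong as hits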
Target sequence (Q92905 whole entry, looked up, one chain of several): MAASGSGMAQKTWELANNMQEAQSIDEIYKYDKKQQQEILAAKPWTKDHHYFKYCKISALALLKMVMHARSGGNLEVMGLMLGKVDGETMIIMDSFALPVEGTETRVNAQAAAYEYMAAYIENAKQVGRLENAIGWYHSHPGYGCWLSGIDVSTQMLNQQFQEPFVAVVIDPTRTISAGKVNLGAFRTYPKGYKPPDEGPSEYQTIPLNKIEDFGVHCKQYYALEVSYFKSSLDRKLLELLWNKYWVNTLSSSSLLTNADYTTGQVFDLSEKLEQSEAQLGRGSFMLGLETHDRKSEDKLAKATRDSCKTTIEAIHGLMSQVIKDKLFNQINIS
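Assay system: HEK293T-derived human Csn5 enzyme; quantity: 0.24 nM enzyme; medium: Tris/NaCl/DTT buffer, pH 7.5; also added: substrate SCFSkp2-Nedd8OG, 10 nM; doses: 12.5 µM compound; schedule: 90 min reaction at room temperature; signal: FP; read-out: % inhibition of substrate cleavage by Csn5; benchmarks: substrate-only high control, full reaction low control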
MsrA inhibitor: inhibitors of bovine MsrA. inhibition, % at 15.5 µM. hit rate 0.75% among 360,000. purified bovine MsrA, absorbance read-out. AID 651718; in the data active = inhibition above about 4.5%;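 note: 0% = vehicle wells with enzyme and 100% = reference inhibitor wells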
Tb MetRS inh: blocks T. brucei methionyl-tRNA synthetase activity. purified T. brucei MetRS, ATP depletion, Kinase-Glo luminescence. hit rate 0.4% among 360,000. inhibition, % at 11.9 µM;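 active = inhibition above a per-plate cutoff of the control wells' mean inhibition plus 3 SD, cut at about 5.5% in these data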;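 note: 0% = DMSO wells median and 100% = median of wells with control inhibitor compound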
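Assay system: T. brucei methionyl-tRNA synthetase, purified | Medium: HEPES buffer with MgCl2, KCl, DTT, spermine, BSA, pyrophosphatase | Compound: 11.9 µM single point | Incubation: 15 min enzyme-compound preincubation, 2 h reaction, 10 min detection, 25 °C | Measured by: Kinase-Glo luciferase luminescence reporting remaining unconsumed ATP | Measure: % inhibition normalized to control-well medians | Replication: Singlicate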
MLLE-PAM2 inh: inhibitors of microRNA-mediated deadenylation, human PABP1 MLLE binding | inhibition, % at 20 µM | P11940 | hit rate 0.36% among 360,000 | GST-MLLE / FITC-PAM2 fluorescence polarization; in the data active = inhibition above about 35%, passing the limit was not always enough;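 note: plate controls were DMSO wells with GST-MLLE for no effect and wells lacking GST-MLLE protein for full effect; some results filed as inactive read as strong as hits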
An asterisk follows results filed as active; i = inactive; nt = no result given.

SMILES	FAS-TE inh	Rin1-Abl PPI inh	bovine MsrA act	Neddyl block	eLon inh	CSN deneddyl inh	MsrA inhibitor	Tb MetRS inh	MLLE-PAM2 inh
Cc1noc(C)c1C(=O)N(CC(=O)NC1CCCC1)Cc1ccccc1F	-7	-2	0	i	-8	0	-0.2	-0.9	0
CC(C)CCNC(=O)NC(=O)COc1ccccc1C#N	8	-1	-2	i	-5	3	0.6	-0.8	16
COc1cc(OC)cc(C(=O)N2CCC3(CC2)NCCc2[nH]cnc23)c1	-4	1	-4	i	11	1	0.4	-0.7	17
COc1ccc(N2CCN(CC(=O)c3ccc(O)c(C)c3O)CC2)cc1	-4	1	-5	i	0	-6	4.1	-0.3	-5
O=C1NC(=O)/C(=C\c2ccc(OCc3cccc([N+](=O)[O-])c3)cc2)N1	8	3	-1	i	-4	4	1.4	0.7	-18
O=C(Nc1nnc(C2CC2)s1)c1cc2ccccc2o1	-2	1	-3	i	-3	2	1.9	0.1	-26
CC(=O)Nc1ccc(C(=O)c2ccccc2)cc1	-4	0	-3	i	1	-5	0.5	-0.3	0
COc1ccc(OC)c(NC(=O)c2cccnc2Sc2ccccc2)c1	-4	1	-10	i	5	3	-1.7	-0.5	-5
O=C(/C=C/c1ccco1)N1CCN(S(=O)(=O)c2cccs2)CC1	-2	-5	-5	i	-14	4	0.2	0.4	5
Cc1cccc(NC(=O)c2csnn2)n1	1	4	-11	i	0	-7	1.3	-1.3	2
Nc1nc(SCC(=O)Nc2ccc(OC(F)(F)F)cc2)[nH]c(=O)c1NC(=O)c1ccc(Br)o1	0	2	-8	i	-11	2	0.1	-0.5	0
Cc1cc(C2=NNC(=Nc3ccccc3)SC2)c(C)n1C	-20	5	1	i	-5	6	2.2	-0.8	10
Cc1cc([N+](=O)[O-])ccc1Nc1nc2ccccc2n2cnnc12	6	1	5	i	-63	-2	6.4*	-0.5	-12
CCN(Cc1ccccc1)C(=O)CCNS(=O)(=O)c1ccc2c(c1)CC(C)N2C(C)=O (stereo not drawn)	-4	1	-3	i	-3	-3	1.0	-0.3	-11
CN(C(=O)COC(=O)c1cccc(S(=O)(=O)N(C)c2ccccc2)c1)C1CCCCC1	23	-3	-3	i	3	-4	-0.4	-0.4	-3
CCCOc1ccc(Cc2c(O)nc(SC)[nH]c2=O)cc1C	-3	0	-7	i	0	-4	-0.2	-0.6	2
Cc1ccc(S(=O)(=O)N2CCCN(S(=O)(=O)c3ccccc3Br)CC2)cc1	19	0	-1	i	-5	1	-0.5	-0.8	0
COc1ccc(OC)c(NC(=O)N2CCCc3ccccc32)c1	6	3	-2	i	1	-5	-0.7	0.3	8
O=c1c([N+](=O)[O-])cccn1Cc1cccc(Cl)c1	-4	3	-2	i	-4	-5	0.4	0.1	-10
CCOC(=O)C1CCCN(S(=O)(=O)c2cc(Br)cc3c2N(C(=O)C2CC2)CC3)C1 (stereo not drawn)	17	-2	0	i	-6	-1	2.5	0.0	-4
Cc1cccc(C(=O)NNC(=O)CN2C(=O)c3ccccc3C2=O)c1	-8	1	-1	i	-3	2	-1.2	-0.3	3
Cc1ccc(NC(=O)Cn2c(O)c(N=NC(=O)c3cc4ccccc4cc3O)c3ccccc32)cc1	-5	2	-8	i	1	2	-0.7	-1.7	3
CC1Cc2ccccc2N1Cc1ccc([N+](=O)[O-])cc1 (stereo not drawn)	36	2	-1	i	-12	0	1.0	-0.5	-2
O=C(Nc1nnc(C2CC2)s1)C1Cc2ccccc2CN1S(=O)(=O)c1ccccc1F (stereo not drawn)	12	2	-1	i	9	21	-0.2	-0.2	1
COC(=O)c1ccc(C)c(NS(=O)(=O)c2ccc(NC(C)=O)cc2)c1	-7	7	-8	i	-4	-2	-0.3	-1.0	4
COc1ccc(CCNC(=O)c2cc3c(=O)n4cccc(C)c4nc3s2)cc1OC	1	-1	-1	i	-3	0	0.3	0.3	-1
O=C1COc2ccc(C(=O)NCc3ccc4c(c3)OCO4)cc2N1	2	-2	-3	i	-1	-4	-1.0	0.3	-7
CCc1cccc(NC(=O)Cc2ccc([N+](=O)[O-])cc2)c1	38	2	-7	i	1	-12	0.7	-0.1	1
CCn1c(-c2csc(-c3ccc(Cl)cc3)n2)n[nH]c1=S	2	2	3	i	-1	-5	-0.5	0.3	-104
N#CCCN(C(=O)CN1CCN(S(=O)(=O)c2ccc3c(c2)OCCO3)CC1)c1ccc(F)cc1	-2	1	-4	i	3	-2	0.3	-0.4	-3
CCC1CCCCN1C(=O)CCc1nnc(C2CCCCC2)o1 (stereo not drawn)	-6	0	-2	i	2	0	-1.3	-0.1	-2
Nc1nonc1-n1nnc(C(=O)N/N=C/c2ccccc2O)c1CN1CCCC1	1	-6	-13	i	-5	1	1.5	-0.2	-24
CCC(=O)NC(=S)NNC(=O)c1ccc(OC)cc1	-6	-1	1	i	8	-1	0.1	-0.2	-17
O=C(C1=C[C@H](c2ccc(C(F)(F)F)cc2)C[C@H](OCc2ccc(CO)cc2)O1)N1CCN(Cc2ccccc2)CC1	21	-2	1	i	-9	-4	-0.6	-0.4	2
Cc1oc(C(C)(C)C)cc1C(=O)Nc1ccc(N2CCOCC2)cc1	-2	-2	-1	i	-1	-3	1.5	0.1	-9
Oc1ccc(/C=N/Nc2ncc(Br)cn2)c(O)c1	5	12*	-4	i	7	-3	6.0*	0.0	-2
O=C(Nc1nccs1)C(=O)c1c[nH]c2ccccc12	-12	-1	-4	i	-6	-2	3.2	1.9	-7
c1ccc(Cn2nnnc2C(c2cccs2)N2CCCCCC2)cc1 (stereo not drawn)	29	2	-4	i	-7	1	0.4	-0.6	1
COCC1CCN(C(=O)c2ccc3oc(Cc4ccccc4)nc3c2)C1 (stereo not drawn)	-3	2	-9	i	-8	5	-0.1	-0.5	-7
CC(C)=CCC/C(C)=C/C=N/NC(=O)c1ccc([N+](=O)[O-])cc1	4	3	-1	i	17	4	1.3	0.3	12

Entries above with an aryl thioether with sulfur outside any ring:
SMILES	FAS-TE inh	Rin1-Abl PPI inh	bovine MsrA act	Neddyl block	eLon inh	CSN deneddyl inh	MsrA inhibitor	Tb MetRS inh	MLLE-PAM2 inh
COc1ccc(OC)c(NC(=O)c2cccnc2Sc2ccccc2)c1	-4	1	-10	i	5	3	-1.7	-0.5	-5
Nc1nc(SCC(=O)Nc2ccc(OC(F)(F)F)cc2)[nH]c(=O)c1NC(=O)c1ccc(Br)o1	0	2	-8	i	-11	2	0.1	-0.5	0
CCCOc1ccc(Cc2c(O)nc(SC)[nH]c2=O)cc1C	-3	0	-7	i	0	-4	-0.2	-0.6	2

Next structures follow.
SMILES	FAS-TE inh	Rin1-Abl PPI inh	bovine MsrA act	Neddyl block	eLon inh	CSN deneddyl inh	MsrA inhibitor	Tb MetRS inh	MLLE-PAM2 inh
COc1cc(OC)cc(-n2nnnc2SCC(=O)NCCc2ccc(OC)c(OC)c2)c1	-3	1	-5	i	-20	8	-1.3	-0.4	-1
CC1(C)c2[nH]c3ccccc3c2C[C@@H]2C(=O)N(Cc3ccco3)C(=O)N21	-8	2	-4	i	4	-2	1.1	-0.2	-9
CC(=O)c1cccc([N+](=O)[O-])c1	-5	-1	-9	i	2	4	0.0	-1.1	10
CC1CCCN(C(=O)c2ccc3c(c2)C(=O)N(CCC2=CCCCC2)C3=O)C1 (stereo not drawn)	4	3	-6	i	-2	2	0.3	-0.9	-10
COC(=O)C1=CN(c2ccc(F)cc2)C(N)=C(C#N)C1c1cccc(OC)c1OC (stereo not drawn)	nt	nt	nt	i	nt	2	-0.7	0.1	nt
COC(=O)c1ccc(NCCC(=O)O)cc1	-10	-1	-8	i	3	-9	0.4	-1.1	-10
CN(Cc1ccccc1)C(=O)c1cccc(N2C(=O)C3CC=CCC3C2=O)c1 (stereo not drawn)	-2	1	0	i	3	0	-1.7	-0.5	-4
CC1(C(=O)O)CCCN(C(=O)/C=C/c2ccccc2)C1 (stereo not drawn)	-5	0	-1	i	0	2	-0.1	0.0	-7
Cc1cc(=O)n2nc(N3CCCC(C(=O)NCCCN4CC(C)CC(C)C4)C3)sc2n1 (stereo not drawn)	-6	-1	-2	i	-2	-2	-0.3	-0.1	-6
COc1ccc(NC(=O)C(c2ccncc2)n2c(=O)c(-c3ccco3)nc3ccccc32)cc1 (stereo not drawn)	nt	nt	nt	i	nt	0	0.8	-0.8	nt
COc1ccc(Oc2nc3c(c(=O)n(C)c(=O)n3C)n2Cc2ccccc2)cc1	7	1	-3	i	-8	2	-1.1	0.0	1
Cc1cc(S(=O)(=O)N2CCN(C(=O)c3ccco3)CC2)ccc1F	-1	0	-1	i	9	-2	-0.5	-0.8	-5
CCOc1ccc(CCNC(=O)COC(=O)COc2cc(C)cc(C)c2)cc1OCC	-4	1	-4	i	-6	-1	1.3	-0.5	-22
CCOC(=O)C1=C(c2ccccc2)NC(=O)NC1c1ccc(N(C)C)cc1 (stereo not drawn)	-4	3	-4	i	-7	2	0.2	-0.4	-1
COc1ccccc1NS(=O)(=O)c1ccc(C(=O)NCC(c2cccs2)N2CCOCC2)cc1 (stereo not drawn)	1	0	0	i	-1	2	-0.4	-0.4	5
COc1cccc(CNS(=O)(=O)c2cc(-c3cc(C)no3)ccc2C(C)C)c1	24	2	-1	i	6	-1	2.9	-0.3	14
COC(=O)[C@]12CCCCC=C1N(Cc1ccc(Cl)cc1Cl)C(=O)[C@H](CC(=O)NCc1ccc(OC)c(OC)c1)C2	8	nt	3	i	-2	2	-1.9	-0.5	nt
COc1ccccc1/C=C/C=C1N=C(/C=C/c2ccc(Cl)cc2)OC/1=O	0	2	-4	i	-28	11	1.9	-0.6	-74
COc1ccc(OC)c(C(=O)NC(CC(N)=O)c2ccc(NCCN3CCCCC3)c([N+](=O)[O-])c2)c1 (stereo not drawn)	-3	-1	0	i	-3	-1	0.8	0.4	-1
CC(C)C[C@H]1CN(CCCC[C@@H]2CNC(=O)C(=O)N2Cc2ccccc2)C(=O)C(=O)N1CCc1ccc(O)cc1	-10	nt	-3	i	5	0	1.4	-0.9	nt
CCCCNc1nc(Nc2ccc(C)c(Cl)c2)c2cnn(C)c2n1	31	1	-4	i	-1	1	0.1	-0.1	-14
CCOC(=O)C1=C(CC)Nc2ccccc2N=C1NC(=O)c1ccc(OC)c(S(=O)(=O)N2CCCCC2C)c1 (stereo not drawn)	17	-1	-2	i	1	-7	-0.5	0.0	-17
CSCCNC(=O)c1ccc2nc(Cc3ccccc3F)oc2c1	-1	-3	-2	i	-13	2	1.4	-0.1	8
Cn1c(CNC(=O)c2ccco2)nnc1SCC(=O)Nc1ccc(Cl)cc1	-3	0	-2	i	6	-2	-0.2	0.3	4
CC(/C=N/NC(=O)c1ccncc1)=C\c1ccccc1	-9	4	-8	i	6	-9	5.2*	-1.0	7
CCc1ccc(OCC(=O)Nc2ccc(-c3cc4ccccc4oc3=O)c(OC)c2)cc1	26	1	2	i	-1	3	1.1	-0.9	-5
CSc1ccc(-c2nc(O)c3cnccn23)cc1	-10	-7	10*	i	-5	-2	3.1	-0.4	11
Cc1ccc(C)c(SCC(=O)NC(=O)NC2CCCC2)c1	8	2	-2	i	2	-4	0.8	-0.5	15
Cc1ccc(C2C3=C(CC(C)(C)CC3=O)Nc3onc(C)c32)cc1 (stereo not drawn)	-1	0	-4	nt	-1	1	0.8	-0.6	-3
O=C(Nc1ccon1)c1cc2c(s1)CCCCCC2	2	-4	-11	i	-1	-1	0.0	-1.7	5
